GalR3 antag – GalR3 antagonists in HEK293 cells, primary screen, cell-based, fluorescence readout. HEK293 GalR3-CNG cAMP membrane potential fluorescence; galR3 body fused to GalR1 C-terminus. hit rate 0.44% among 360,000. Galanin receptor type 3 (Homo sapiens), O60755. inhibition, % at 3 µM;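 active means inhibition above the screen-wide average plus 3 SD, cut at about 13% in these data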;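 further: forskolin and galanin both at EC90 stimulate the cells; cAMP rise reported by CNG channel membrane potential dye signal; 0% = forskolin plus galanin with DMSO and 100% = forskolin alone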
MEKK3 PB1 HTS – modulators of MEKK3-MEK5 PB1 binding, primary screen, biochemical, wildtype MEKK3, multiplex bead flow cytometry, Alexa488-MEK5; bead-based flow cytometry, Alexa488-MEK5 binding to MEKK3; actives lie on both sides; 0 = blocked by unlabeled MEK5, 100 = vehicle; hit rate 1.4% among 290,000; Mitogen-activated protein kinase kinase kinase 3 (Homo sapiens), Q99759; binding response (% of control), % at 10 µM;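 active means binding response more than 3 SD above or below the average of its plate-row segment, actives on both sides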;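 further: Alexa488 bead fluorescence after subtracting the streptavidin-only scavenger bead signal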
Target sequence (Q99759 whole entry, looked up): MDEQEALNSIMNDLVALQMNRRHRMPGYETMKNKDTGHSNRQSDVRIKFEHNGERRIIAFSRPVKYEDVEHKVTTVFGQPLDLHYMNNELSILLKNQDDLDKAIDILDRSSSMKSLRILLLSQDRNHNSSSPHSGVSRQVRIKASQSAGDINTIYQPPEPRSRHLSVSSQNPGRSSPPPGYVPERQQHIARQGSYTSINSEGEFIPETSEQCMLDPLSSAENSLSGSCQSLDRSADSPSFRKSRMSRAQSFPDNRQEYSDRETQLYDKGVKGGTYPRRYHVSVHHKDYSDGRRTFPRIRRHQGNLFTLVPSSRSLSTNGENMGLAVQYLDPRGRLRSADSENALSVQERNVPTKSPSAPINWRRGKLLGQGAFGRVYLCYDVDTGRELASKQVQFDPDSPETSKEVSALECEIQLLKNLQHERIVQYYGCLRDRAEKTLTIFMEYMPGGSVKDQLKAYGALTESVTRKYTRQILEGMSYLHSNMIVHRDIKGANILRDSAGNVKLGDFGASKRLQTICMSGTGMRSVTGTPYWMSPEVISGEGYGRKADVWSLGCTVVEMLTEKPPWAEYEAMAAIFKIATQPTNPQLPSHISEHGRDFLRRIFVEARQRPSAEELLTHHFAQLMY
NALP1 yeast inh – NALP1 inflammasome inhibitors in reconstituted yeast, colorimetric, S. cerevisiae, triplicate retest. S. cerevisiae NALP1/ASC/caspase-1 growth, X-gal OD620, 72 h. hit rate 0.61% among 280,000. inhibition, % at 10 µM. AID 2071, 2009; in the data active means inhibition mostly above about 24%, no sharp cut-off; inactive means mostly below about 32%; further: some compounds called inactive have numbers as strong as hits
OXTR ag – human OXTR agonists, primary screen, fluorescence, CHO-OTR cells, Fluo-8 calcium; Oxytocin receptor (Homo sapiens), P30559; activation, % at 3 µM; AID 2435, 2010; Fluo-8 calcium fluorescence; normalized: DMSO 0%, oxytocin 100%; hit rate 0.32% among 320,000;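 active means activation above the mean of all tested compounds plus 3 SD, cutoff set per screening run, cut at about 20% in these data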;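 further: peak over basal fluorescence ratio from a 100 s FLIPR kinetic read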
Target sequence (P30559 whole entry, looked up): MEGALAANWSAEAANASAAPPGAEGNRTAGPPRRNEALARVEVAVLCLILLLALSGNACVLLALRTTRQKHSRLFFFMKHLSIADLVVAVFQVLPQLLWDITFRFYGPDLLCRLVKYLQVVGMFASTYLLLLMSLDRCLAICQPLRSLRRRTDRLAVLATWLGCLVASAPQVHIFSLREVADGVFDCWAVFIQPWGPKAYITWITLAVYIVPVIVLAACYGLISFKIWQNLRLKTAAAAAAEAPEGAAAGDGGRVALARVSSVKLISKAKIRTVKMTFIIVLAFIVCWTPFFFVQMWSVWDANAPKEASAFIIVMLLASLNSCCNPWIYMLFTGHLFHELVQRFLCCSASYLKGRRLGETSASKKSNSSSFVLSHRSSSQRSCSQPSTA
GPR7 antag – GPR7 receptor antagonists, primary screen, cell-based, fluorescence, single concentration. Neuropeptides B/W receptor type 1 (Homo sapiens), P48145. AID 1861, 2009. GPR7-expressing cells, fluorescence antagonist assay. hit rate 1.1% among 290,000. inhibition, % at 4.4 µM; in the data active means inhibition above about 16%, passing the limit was not always enough;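 further: cells stimulated with the agonist NPW; 0% = agonist with vehicle and 100% = vehicle without agonist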
MEKK2mut PB1 HTS – MEK5 binding signal on mutant MEKK2 PB1, primary screen, biochemical, multiplex bead flow cytometry, Alexa488-MEK5. Alexa488-MEK5 binding to MEKK2 mutant. percent response, % at 10 µM. hit rate 0.35% among 290,000; in the data active means percent response above about 24%, passing the limit was not always enough; further: inactives centre near 1; some results filed as inactive read as strong as hits; reference of the scale not given here
V1R ag counter – agonists of human V1a receptor, primary screen, counter-screen for OXTR agonist project, fluorescence, CHO-V1R cells | Vasopressin V1a receptor (Homo sapiens), P37288 | activation, % at 3 µM | hit rate 0.25% among 320,000 | Fluo-8 calcium fluorescence, agonist mode; 0% DMSO, 100% 3 nM vasopressin;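 active means activation above the mean activation of all tested compounds plus 3 SD, per screening run, cut at about 20% in these data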;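 further: signal is peak over basal fluorescence ratio across a 100 second FLIPR read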
MEKK2wt PB1 HTS – modulators of MEK5 binding to wildtype MEKK2, primary screen, biochemical, multiplex bead flow cytometry, Alexa488-MEK5; Alexa488-MEK5 binding to MEKK2 WT; actives lie on both sides; binding response (% of control), % at 10 µM; hit rate 1.1% among 290,000; AID 1531, 2009; in the data active means binding response below about 67% or above about 130%
PHOSPHO1 inh – PubChem AID 1565; inhibition, % at 13.3 µM; recombinant PHOSPHO1, absorbance phosphatase assay; hit rate 1.1% among 290,000; in the data active means inhibition above about 60%
The depositor's hits bear a star; nt = no result given; [ ] = another dose, or the depositor's remark. Random draw from the library; about 5.4% have a hit in one of these screens.

molecule | GalR3 antag | MEKK3 PB1 HTS | NALP1 yeast inh | OXTR ag | GPR7 antag | MEKK2mut PB1 HTS | V1R ag counter | MEKK2wt PB1 HTS | PHOSPHO1 inh
COc1ccccc1CNC(=O)CCCNC(=O)Cn1cnc2sc(C)c(C)c2c1=O | -10 | 101 | 20 | -1.4 | -5 | 2 | 0.0 | 107 | 24
O=C(c1ccc(Cl)nc1)c1cccs1 | nt | 102 | nt | 0.4 | -15 | -2 | 0.5 | 101 | 15
CCCCn1c(/C=N/Nc2nc3ccccc3[nH]2)nc2ccccc21 | -4 | 112 | 32 | -2.6 | -2 | 34 | 1.1 | 123 | 4
O=C(NNC(=O)C1CC(c2cccs2)=NO1)Nc1ccc(Cl)cc1 (configuration not stated) | 4 | 93 | 2 | -0.9 | -3 | -6 | 0.0 | 90 | 5
O=c1oc(-c2cccc(C(F)(F)F)c2)nn1-c1ccc(C(F)(F)F)cn1 | -7 | 96 | 5 | -2.9 | -5 | -3 | 0.7 | 97 | -4
Cc1nn(CC(=O)c2ccc(Br)s2)c(C)c1[N+](=O)[O-] | -1 | 46*[inhibitor] | nt | -0.9 | 7 | -11 | 0.4 | 50 | -8
CCN(CC)c1ccc(C=O)c(OC)c1 | -5 | 105 | 9 | 0.1 | -5 | 3 | 1.0 | 100 | 48
CC(=O)N1c2ccc(S(=O)(=O)N3CCCCC3)cc2CC1C (configuration not stated) | -1 | 98 | 21 | 1.0 | 4 | -5 | 1.6 | 100 | 54
O=C(c1cccc(F)c1)N1CCC(O)(c2cccnc2)CC1 | -4 | 98 | 2 | -0.1 | 2 | -1 | 0.7 | 98 | 37
c1ccc(CN2CCN(CCOCCOc3ccc4c(c3)CCC4)CC2)cc1 | 3 | 109 | 2 | 0.3 | -18 | 7 | 0.1 | 107 | 41
CCOC(=O)c1c(-c2ccccc2)csc1NC(=O)/C(C#N)=C/c1ccc(OC)c(OC)c1 | -3 | 103 | 22 | -1.0 | 8 | 1 | 0.6 | 99 | -7
COc1ccc(OC)c(NC2=NC3(CCCC3)N=C(N)N2)c1 | -6 | 100 | 26 | 0.9 | -17 | 5 | 0.7 | 109 | 1
CCN(CC(=O)NCc1ccc(F)cc1)c1ccc(S(C)(=O)=O)cc1[N+](=O)[O-] | -4 | 97 | -2 | 1.0 | -13 | -1 | -1.0 | 95 | -4
CCCCc1nc2cc(C(=O)N(C)CCc3cn[nH]c3)ccc2o1 | -8 | 100 | -9 | -0.1 | 2 | 1 | 0.5 | 98 | -16
CC(=O)Oc1ccc(-c2ccc(C(=O)O)cc2)cc1 | -2 | 110 | nt | 2.4 | -4 | 7 | 1.7 | 110 | 30
CCCCCCCC(=O)N/N=C(\C)c1ccc(O)cc1O | -4 | 99 | 19 | 2.1 | 6 | -3 | 1.9 | 100 | -3
Cc1ccc(OCCCC(=O)Nc2ccc(S(=O)(=O)Nc3cc(C)on3)cc2)cc1 | -6 | 103 | 9 | 1.1 | -2 | 2 | 0.3 | 104 | 11
CCOc1ccc(C(=O)CSc2nnc(N)s2)cc1 | -2 | 101 | 4 | -2.3 | -5 | 0 | -1.0 | 99 | 41
O=C(NCC1CCCN(Cc2cccc(C(F)(F)F)c2)C1)c1ccc(F)cc1 (configuration not stated) | 2 | 97 | -7 | 1.0 | 5 | -8 | 0.0 | 95 | -6
c1ccc(Cn2c(-c3cncs3)nc3ccccc32)cc1 | 2 | 94 | 34 | -2.1 | 0 | -4 | -0.8 | 92 | -29
COc1ccc(/C=C2\SC(=NCc3ccccc3)N(Cc3ccccc3)C2=O)cc1OC | 0 | 107 | 31 | 0.1 | -15 | 8 | 0.2 | 103 | -14
OCC[C@@H]1C[C@H](O)[C@@H](O)[C@@]2(OCc3ccccc32)O1 | -4 | 96 | 6 | 0.0 | -4 | -8 | 0.2 | 91 | 5
O=C(O)C1C2CCC(C2)C1C(=O)Nc1nc2ccccc2s1 (configuration not stated) | -6 | 103 | -9 | -0.7 | -9 | 10 | 0.6 | 105 | -2
CCOc1ccccc1/C=C/c1cc(C(=O)O)c2ccccc2n1 | 3 | 94 | 17 | 1.8 | -10 | -6 | -0.5 | 99 | -20
O=C(CN1CCN(S(=O)(=O)c2ccc(Br)cc2)CC1)Nc1ccc2c(c1)OCCO2 | -2 | 102 | 7 | -0.7 | 0 | 8 | 0.5 | 106 | 6
COc1cccc(CN2CC(O)=C(c3nc(-c4ccc(Cl)cc4)cs3)C2=N)c1 | -1 | nt | nt | -0.3 | 7 | nt | -0.4 | nt | -9
CCOc1cc2[nH]c(=S)n(C(C)C)c(=O)c2cc1OCC | -5 | 103 | 33 | -1.5 | -18 | -1 | -0.7 | 101 | 71*
CCC1=NC(c2ccc(OC)cc2)N(O)C1(C)C (configuration not stated) | nt | 80*[inhibitor] | 0 | -0.2 | 0 | -13 | 1.6 | 93 | 6
Cc1ccc(NC(=S)c2nc3ccccc3s2)cc1 | 2 | 99 | 8 | 1.2 | -1 | 1 | -0.2 | 95 | 22
C/C(=N\NS(=O)(=O)c1ccc([N+](=O)[O-])cc1)c1c[nH]c2ccccc12 | 2 | 100 | 17 | 1.2 | -15 | -5 | 0.0 | 97 | 31
O=C1NCCN/C1=C\C(=O)c1ccccc1 | -4 | 81 | 1 | 1.1 | -10 | -13 | 2.2 | 87 | -14
NC(=O)Nn1c(CCC(=O)O)ccc1-c1ccc(F)cc1 | -1 | 105 | -6 | -0.8 | -14 | 0 | 0.5 | 102 | -1
Cc1cc(=O)oc2c(C)c(OCC(=O)N3CCN(c4ccccc4)CC3)ccc12 | 2 | 97 | 14 | 0.1 | -4 | -4 | 3.0 | 98 | -17
CC[C@@H](C)[C@@H](C(=O)N1CCNCC1)n1cc(CCC(=O)O)nn1 | -3 | 64 | 8 | -0.1 | -7 | 3 | 1.1 | 106 | 9
O=C(Nc1cccc(Cl)c1N1CCCC1)c1ccc(Br)o1 | -3 | 98 | 12 | 1.7 | -5 | -4 | 1.1 | 90 | 1
COc1ccc(N2CCN(S(=O)(=O)c3ccc(C(=O)NC4CCCC4)cc3)CC2)cc1 | -4 | 95 | 2 | 0.2 | 7 | -2 | 0.3 | 99 | 1
O=C(Oc1ccc(NC2=C(Cl)C(=O)c3ccccc3C2=O)cc1)c1ccc([N+](=O)[O-])cc1 | nt | 103 | 19 | nt | -8 | 1 | nt | 101 | 12
Cc1nc(/N=C(\N)N(C)C)[nH]c(=O)c1C | -9 | 90 | -4 | 1.5 | -5 | 1 | 0.1 | 87 | 30
CN(Cc1cnn(C)c1)Cc1nc(COc2ccccc2)no1 | -1 | 97 | -4 | -0.1 | -20 | -3 | 3.9 | 96 | 31
CCC(C)c1ccccc1NC(=O)COC(=O)c1ccc2c(c1)S(=O)(=O)c1ccccc1C2=O (configuration not stated) | 1 | 95 | 15 | 0.5 | -5 | 7 | 3.2 | 90 | 4
Cc1ccc(NC(=O)/C(=C\c2ccco2)NC(=O)c2ccco2)cc1 | -1 | 101 | 6 | -0.7 | 2 | 5 | 0.0 | 109 | 23
CC(C)c1ccc(N2C(=O)CC(NNC(=O)c3cccnc3)C2=O)cc1 (configuration not stated) | -5 | 90 | 20 | 0.7 | -13 | -6 | 2.6 | 93 | 28
CC(CCOS(N)(=O)=O)c1ccccc1 (configuration not stated) | nt | 95 | -42 | 1.5 | 4 | -2 | 1.0 | 92 | -7
CC(=O)Nc1ccccc1N(C)S(=O)(=O)c1ccc(C)cc1 | -4 | 96 | 12 | 3.4 | 4 | -2 | 3.9 | 95 | 2
COc1ccc(N(CC(=O)Nc2ccc(F)c(F)c2)S(=O)(=O)c2c(C)[nH]c(=O)[nH]c2=O)cc1 | -2 | 101 | 4 | -0.8 | 3 | -7 | 1.2 | 101 | -44
COc1ccc(Cc2nnc(NC(=O)c3ccccc3F)s2)cc1 | -5 | 101 | -35 | nt | 6 | 8 | nt | 104 | 25
Cn1c(=O)n(C)c2cc(NC(=O)c3cccc([N+](=O)[O-])c3)c(Br)cc21 | 10 | 99 | 17 | 0.2 | -3 | 0 | -0.5 | 102 | 25
COc1cccc(OCCNS(=O)(=O)c2cccc([N+](=O)[O-])c2)c1 | -8 | 80 | 24 | 1.1 | -4 | -6 | 1.6 | 91 | -20
S=c1nc(C2CC2)[nH]c2ccccc12 | -4 | 98 | -23 | -2.2 | -10 | 0 | 3.5 | 97 | -10
COc1ccccc1Nc1nc(-c2ccccc2)nc2ccccc12 | -2 | 79 | -5 | -1.6 | -9 | -17 | 0.5 | 81 | 43
CC(=O)NNc1nc(-c2ccc(C)cc2)cs1 | 9 | 101 | -43 | -1.3 | 5 | 0 | -1.0 | 95 | -85
CN(C(=O)c1ccccc1)C1(C)CCS(=O)(=O)C1 (configuration not stated) | 1 | 103 | 1 | 0.5 | -18 | 1 | -0.4 | 103 | 7
O=C(NCC1CCCO1)c1cc(C(=O)c2ccc(Cl)cc2Cl)c[nH]1 (configuration not stated) | -14 | 105 | 20 | -1.0 | 2 | -6 | 0.4 | 98 | 48
O=S(=O)(c1ccc(F)cc1)N1CN(Cc2ccco2)c2nc3ccccc3nc21 | 2 | 98 | 6 | -0.4 | -10 | 1 | 0.1 | 94 | 6
CC(=O)c1ccc(NS(=O)(=O)c2cccc(C(=O)Nc3ccccc3C(=O)O)c2)cc1 | -6 | 95 | 16 | -1.2 | -14 | 2 | -0.7 | 102 | 18
CC(=O)N1CCN(c2ccc(NC(=O)COc3ccc(Cl)cc3Cl)cc2)CC1 | -7 | 104 | 0 | 9.5 | -9 | 2 | 8.1 | 93 | 12
CCOc1ccc(/C=C/C(=O)c2c(O)cc(C)oc2=O)cc1 | -7 | 102 | 1 | 0.6 | -4 | 4 | 0.8 | 103 | 3
CCCCCCCNC(=O)C1(CC2CC(c3ccc(Cl)cc3)=NO2)CCN(C(=O)C2(C)CC2)CC1 (configuration not stated) | nt | 102 | 26 | 1.0 | -6 | 6 | 0.0 | 98 | -7
O=C(CSc1nc2ccc(NC(=O)c3ccccc3C(=O)O)cc2s1)Nc1c(Cl)cccc1Cl | -8 | 101 | 15 | 0.3 | 2 | -8 | -0.3 | 94 | 22
COc1ccccc1-c1nnc(SCC(=O)NCc2c(C)c(Cl)cc(C(C)C)c2O)o1 | -2 | nt | 14 | -1.8 | -17 | nt | 0.8 | nt | 0
COC(=O)C1=C(C)N(C)C(C)=C(C(=O)OC)C1c1ccncc1 | 0 | 101 | 7 | -1.1 | -11 | 2 | -0.6 | 106 | 1
C[C@]12C=CC(=O)C=C1CC[C@@H]1C2[C@@H](O)C[C@@]2(C)C1CC[C@]2(O)C(=O)COC(=O)CCC(=O)O (some centres not stated) | -9 | 106 | 3 | 1.0 | 3 | 8 | 0.6 | 106 | 20

Assay outcomes from PubChem.
